Screening results (PubChem BioAssay)
TTR transcr act: TTR transcription activators in neuroblastoma reporter cells, primary screen, cell-based, luminescence, SH-SY5Y, TTR promoter Gaussia luciferase. 100% = recombinant luciferase protein wells. activation, % at 16.7 µM. hit rate 1.3% among 92,000;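 active = activation above the mean of all tested compounds plus 3 SD, cut at about 9.5% in these data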;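 note: cells exposed to compounds for one day before reading; 0% = median of all test compound wells on the plate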
The depositor's hits bear a star.

cpd	TTR transcr act	SMILES
1	-3.9	Cc1nn(C)c(C)c1NC(=O)COc1ccc(Cl)cc1Br
2	0.4	O=C(CSc1ncccc1-c1nc2ccccc2[nH]1)NC1CC1
3	2.9	N=c1c2c3c(sc2ncn1Nc1ccccc1)CCC3
4	-1.4	Cn1c(=O)c(-c2ccccc2[N+](=O)[O-])c(Cl)c2ccccc21
5	10*	COc1cccc(CC2(CO)CCCN(Cc3cn[nH]c3-c3ccccc3)C2)c1 (stereo not given)
6	-1.1	CC(C(=O)NCc1ccccc1)N1C(=O)CN(C)C(=O)c2ccccc21 (stereo not given)
7	1.5	O=C(NC1CCCC1)C1C2C=CC3(CN(Cc4cccs4)C(=O)C13)O2 (stereo not given)
8	4.7	O=c1c2ccccc2ncn1CCCCOc1ccc(Br)cc1
9	3.9	COc1ccc(CCN2C(=O)NC(NC(=O)C(C)(C)C)(C(F)(F)F)C2=O)cc1OC (stereo not given)
10	-1.8	C/C(=C\C(=O)C(F)(F)F)Nc1ccc(C)cc1
11	-0.7	CC1(C(=O)NCCc2c[nH]c3ccccc23)CCN1Cc1csc2ccccc12 (stereo not given)
12	1.8	Cc1[nH]nc2c1C(=O)CCC2
13	1.5	Cc1cc(OCC(=O)Nc2ncn[nH]2)ccc1Cl
14	-3.9	CCc1nnc(NC(=O)c2ccc(-c3ccc(C(C)=O)cc3)o2)s1
15	-1.0	COc1ccccc1CNC(=O)c1cn(C)c2ccc(S(=O)(=O)N3CCCC3)cc2c1=O
16	0.3	Cc1ccc(C(=O)Nc2nnc([C@H]3C[C@H](O)[C@@H](CO)O3)s2)cc1
17	-0.8	CCCC(C(=O)NCc1ccco1)N(C(=O)CNS(=O)(=O)c1ccccc1)c1ccccc1OC (stereo not given)
18	-1.6	Cc1ccc(S(=O)(=O)c2cnc3cc(C)nn3c2N)cc1
19	-1.6	CCOc1ccc(CNC(=O)CCCn2nc(C)c3c(C)n(-c4ccc(C)cc4)nc3c2=O)cc1
20	5.9	COc1cc(OC)cc(C(=O)NCCS(=O)(=O)N2CCN(Cc3ccccc3)CC2)c1
21	-1.4	COCCn1c(=O)c2ccccc2c2ccccc2c1=O
22	0.7	O=C(CN1CCN(Cc2ccc3c(c2)OCO3)CC1)Nc1ccc2c(c1)OCCO2
23	0.2	O=C(CN1C(=O)C(=O)N(Cc2ccco2)C1=O)Nc1ccccc1
24	1.9	O=C(Nc1cccc(C(F)(F)F)c1)c1csc([C@@H]2C[C@H](O)[C@@H](CO)O2)n1
25	1.9	COc1ccc(NC(=O)c2ccc(=O)[nH]c2)cc1S(=O)(=O)N1CCCCC1
26	4.7	Cc1ccc(NC(=O)CN(C)C(=O)c2cccc(S(=O)(=O)N3CCCC3)c2)cc1
27	1.1	COc1cc(/C=N/Nc2nn3cnnc3c3ccccc23)ccc1O
28	1.1	CS(=O)(=O)C1=C(O)C(=O)N(c2ccccc2)C1c1ccccc1 (stereo not given)
29	-0.6	COc1cc2c(cc1OC)C(Cc1cc(OC)c(OC)cc1[N+](=O)[O-])=NCC2
30	1.5	O=C(NN=Cc1ccc(Cl)cc1Cl)C1CC1
31	0.3	O=C(COC(=O)c1ccc2ccccc2c1O)Nc1ccccc1
32	2.5	O=C(CN1C(=O)NC(Cc2c[nH]c3ccccc23)C1=O)Nc1ccc(F)cc1F (stereo not given)
33	0.1	Cc1ccccc1N1C(=O)C(Cc2ccc(F)cc2)S/C1=C(\C#N)C(N)=O (stereo not given)
34	-3.0	CN(C)S(=O)(=O)c1cccc(NC(=S)Nc2cccc3cnccc23)c1
35	0.9	CC(=O)c1c(C)oc2c1C(=O)c1ccccc1C2=O
36	-0.7	CN(C)CC(O)c1ccc(C=Cc2ccc(Cl)cc2)cc1 (stereo not given)
37	0.4	COC(=O)C1C(c2ccc(OC)cc2)Nc2nnc(C(F)(F)F)n2C1(C)O (stereo not given)
38	0.7	COc1ccc(Cl)cc1C(=O)NNC(=O)CSc1nnnn1C
39	1.3	COC(=O)c1ccccc1NC(NC(=O)c1ccco1)C(=O)c1ccc(C)cc1 (stereo not given)
40	-0.9	COc1ccc(OC)c2[nH]c(=O)c(CCNC(=S)NC(C)(C)C)cc12

TTR transcr act, entries above that show a hit.
cpd	TTR transcr act	SMILES
5	10*	COc1cccc(CC2(CO)CCCN(Cc3cn[nH]c3-c3ccccc3)C2)c1 (stereo not given)

(more compounds)
cpd	TTR transcr act	SMILES
41	-1.0	CCOc1ccc2ccccc2c1C(=O)NCC(c1ccc(N(C)C)cc1)N(C)C (stereo not given)
42	-3.8	Clc1ccc(-c2ccc(-c3nn4c(-c5ccco5)nnc4s3)o2)cc1
43	3.8	CC1CCCCC1NC(=O)CCNS(=O)(=O)c1ccc2c(c1)CCC(=O)N2 (stereo not given)
44	3.6	CCC1(C)Cc2nc3[nH]c(=S)n(-c4ccccc4)c(=O)c3cc2CO1 (stereo not given)
45	-1.3	CCCN(CC1CC1)C(=O)COC(=O)c1ccc(CNS(=O)(=O)c2ccc(F)c(Cl)c2)cc1
46	0.0	COc1ccc(NC(=S)NCCNC(C)=O)cc1
47	0.9	COc1ccccc1NCc1nnc(-c2ccccc2)o1
48	-0.3	Cc1nn(C2CCS(=O)(=O)C2)c(Cl)c1/C=C/C(=O)OCC(N)=O (stereo not given)
49	-2.1	CCCc1cc(Nc2ccc(C)cc2)n2ncnc2n1
50	0.9	C[C@@H](NC(=O)[C@@H]1CCCN1C(=O)[C@@H]1CCCN1C(=O)c1cccs1)c1ccccc1
51	-0.2	COc1ccc(NS(=O)(=O)c2cc3c4c(c2)C(C)C(=O)N4CCC3)cc1 (stereo not given)
52	-1.6	O=C(NC(C(=O)N/N=C/c1c2ccccc2cc2ccccc12)c1n[nH]c(=O)c2ccccc12)c1ccccc1 (stereo not given)
53	-5.0	CC(C)(C)[C@H]1COC(=O)[C@@H](Cc2ccc(F)cc2)CC/C=C/C[C@@H](CC(=O)N[C@@H](CO)Cc2ccccc2)C(=O)N1
54	-1.4	Cc1cccc(C(=O)Nc2ccc(CC(=O)O)cc2)c1
55	0.9	O=C(COc1ccc(Cl)cc1)N(Cc1ccc(F)cc1)C1CCS(=O)(=O)C1 (stereo not given)
56	-1.0	CCOc1cc(/C=N/NC(=O)c2cccnc2)ccc1OC(=O)c1ccco1
57	-1.9	CCOC(=O)c1[nH]c(=O)[nH]c1CSc1nc(C)cc(C)n1
58	-1.2	Cc1ccc(-c2csc(NC(=O)C[n+]3cc(-c4ccc(C)cc4)n4c3CCC4)n2)cc1
59	0.0	O=C(CN1CCN(c2ccccc2F)CC1)NC(=O)NC1CCCCC1
60	-1.0	Cc1cccc(C)c1-n1nnnc1SCc1nc(N)nc(N(C)C)n1
61	-0.9	CSc1ccc(S(=O)(=O)NCC(=O)OCC(=O)N(C)CC(=O)Nc2ccccc2Cl)cc1[N+](=O)[O-]
62	2.0	Cc1[nH]nc2c1C(c1c[nH]c3ccccc13)C(C#N)=C(N)O2 (stereo not given)
63	0.0	COc1ccc(-c2cc(C(F)(F)F)nc(NCc3cccs3)n2)cc1
64	0.6	Cc1nc2c(cnn2-c2ccccc2)c(=O)[nH]1
65	0.6	COCCNCC1C(Oc2ccc(Cl)cc2)C(=O)N1c1ccccc1C (stereo not given)
66	-1.2	CCCn1c(SCC(=O)Nc2c(CC)cccc2CC)nnc1C(C)C
67	4.0	Cc1cc(Nc2cccc(C(=O)O)c2)n2ncnc2n1
68	1.1	Nc1nc(-c2cc3c(cc2Cl)OCCO3)cs1
69	-0.9	C[C@H]1CN([C@@H](C)CO)C(=O)c2cc(C3=CCCC3)cnc2O[C@@H]1CN(C)C(=O)c1ccncc1
70	-1.9	O=C(COC(=O)Cn1nnc(-c2ccccc2)n1)Nc1ccccc1Br
71	1.1	c1ccc(-c2ccccc2OCCCCn2ccnc2)cc1
72	4.2	COc1ccc(OC)c(/C=C/C(=O)N2CCN(S(=O)(=O)c3ccc(C)cc3C)CC2)c1
73	2.2	COC(=O)C1CCN(c2ccc([N+](=O)[O-])cc2[N+](=O)[O-])CC1
74	0.3	O=C(COc1cccnc1[N+](=O)[O-])Nc1cccc(S(=O)(=O)N2CCCCC2)c1
75	-1.4	COc1ccc(-c2nc(N3CCCC3)[nH]c(=O)c2C#N)cc1
76	1.2	Cn1nc(C(F)(F)F)c(-c2ccccc2)c1NC(=O)CSCC(=O)O
77	-2.0	CN(C)c1cccc(C(=O)N/N=C/c2ccoc2)c1
78	-0.6	COc1ccc(S(=O)(=O)N2CCC(C(=O)N3CCN(C)CC3)CC2)cc1OC
79	-2.1	CC(C)(C)NC(=O)C[C@H]1C[C@H](C(=O)N2CCCCC2)[C@@]2(CCc3ccccc3)c3[nH]c4cc(-c5ccco5)ccc4c3CCN2C1=O
80	-1.9	CCS(=O)(=O)c1nc(S(=O)(=O)c2ccc(Cl)cc2)c(N2CCC(O)CC2)s1

An excerpt from above in order of their number in TTR transcr act, smallest number first:
cpd	TTR transcr act	SMILES
1	-3.9	Cc1nn(C)c(C)c1NC(=O)COc1ccc(Cl)cc1Br
42	-3.8	Clc1ccc(-c2ccc(-c3nn4c(-c5ccco5)nnc4s3)o2)cc1
64	0.6	Cc1nc2c(cnn2-c2ccccc2)c(=O)[nH]1

(further entries)
cpd	TTR transcr act	SMILES
81	0.8	COc1ccc(C2OCC(C)([N+](=O)[O-])CO2)cc1 (stereo not given)
82	-1.6	Nc1nonc1-c1noc(CCCN2C(=O)c3ccccc3C2=O)n1
83	1.2	CCOC(=O)Cc1csc(NS(C)(=O)=O)n1
84	-0.8	Cc1ccc2cc(CN(CCc3ccccc3)C(=S)NCCCN(C)C)c(=O)[nH]c2c1
85	-2.4	c1ccc(CN2CCN(c3nc(N4CCOCC4)c4ccccc4n3)CC2)cc1
86	3.3	CCOC(=O)C[C@H]1c2cc(F)ccc2S(=O)(=O)N1C(C)C
87	1.8	O=C(NCCCNC(=O)c1ccc(F)cc1)c1ccc(F)cc1
88	3.5	COc1cc(/C=C2\SC(=O)NC2=O)ccc1Oc1ccc([N+](=O)[O-])cn1
89	-0.9	Cc1sc2nc(CN3CCCC3)nc(Cl)c2c1C
90	-0.5	COc1ccc(CN2CCCCCC2)cc1OC
91	-2.2	Cc1nc(N2CCN(Cc3ccc4c(c3)OCO4)CC2)nc2c1C(=O)CC(c1ccco1)C2 (stereo not given)
92	-0.4	Cn1cccc1CNC(=O)Nc1ccccc1
93	0.3	CC(C)NC(=O)COC(=O)CNC(=O)c1cc(Cl)cc([N+](=O)[O-])c1
94	-2.4	COCCCNC(=O)CCCn1c(=O)c2ccccc2n(CC(=O)Nc2c(C)cccc2C)c1=O
95	6.4	COc1cc(C)c(C(C)C)cc1S(=O)(=O)N1CCOCC1
96	-1.8	O=C(COC(=O)Cc1ccc(S(=O)(=O)N2CCOCC2)s1)Nc1ccccc1
97	-0.7	CCC[C@H]1[C@@H](OC(=O)NCCc2c[nH]c3ccccc23)CC[C@@]23CCCN2C(=O)CCC[C@@H]13
98	-2.1	CC(=O)Nc1ccc(S(=O)(=O)N2CCN(c3ccc([N+](=O)[O-])c(NCCN4CCOCC4)c3)CC2)cc1
99	-1.1	CCOC(=O)C1=C(C)N(Cc2ccccc2)C(=O)NC1c1ccc(OC)cc1 (stereo not given)
100	1.2	OCCOCCNc1ncnc2c1cnn2-c1ccc(Cl)cc1

Reformatted bar-delimited: part of the list above
nr | mol | TTR transcr act
92 | Cn1cccc1CNC(=O)Nc1ccccc1 | -0.4
97 | CCC[C@H]1[C@@H](OC(=O)NCCc2c[nH]c3ccccc23)CC[C@@]23CCCN2C(=O)CCC[C@@H]13 | -0.7
93 | CC(C)NC(=O)COC(=O)CNC(=O)c1cc(Cl)cc([N+](=O)[O-])c1 | 0.3
84 | Cc1ccc2cc(CN(CCc3ccccc3)C(=S)NCCCN(C)C)c(=O)[nH]c2c1 | -0.8
99 | CCOC(=O)C1=C(C)N(Cc2ccccc2)C(=O)NC1c1ccc(OC)cc1 (stereo not given) | -1.1
81 | COc1ccc(C2OCC(C)([N+](=O)[O-])CO2)cc1 (stereo not given) | 0.8

Next section.
cpd	TTR transcr act	SMILES
101	1.0	N#Cc1nccc2ccc(OCc3ccc(Br)cc3)cc12
102	-2.9	COc1ccccc1OCC(=O)NNC(=O)c1cccs1
103	-1.1	Cc1ccc(CNC(=O)Cn2nnc3ccccc3c2=O)cc1
104	-1.9	Cc1ccc(-c2nn(-c3ccccc3)cc2C(=O)OCC(=O)Nc2ncc(Cl)cc2Cl)cc1
105	1.1	Cc1cc(C)n(-c2ccc(C(=O)N3CCN(c4ccccn4)CC3)cc2)n1
106	0.0	C=CCc1cccc(C=Nc2ccc(Br)cc2)c1O
107	9.1	COc1ccc(C(=O)NCC(C)(C)CNC(=O)c2ccc(OC)c(OC)c2)cc1OC
108	-2.7	CCCCCCNC(=O)c1c(N)[nH]c(C(=O)c2ccccc2)c1-c1ccc(O)cc1
109	0.1	CCOC(=O)C1CCCN(c2c(Nc3cc(C)cc(C)c3)c(=O)c2=O)C1 (stereo not given)
110	-1.7	CC(C)C(=O)NC(=S)Nc1ccc(S(=O)(=O)NC2CCCCC2)cc1
111	9.6	CCOc1cccc(NC(=O)c2cccc(F)c2)c1
112	-0.6	COc1cccc(Oc2coc3cc(OC(=O)N4CCOCC4)ccc3c2=O)c1
113	13*	CCOC(=O)c1sc(N(Cc2ccccc2)C(=O)COC(=O)c2ccccc2O)nc1C
114	-6.4	COc1ccc(CC2C(=O)NC(C)C(=O)N(C)C3Cc4ccc(cc4)Oc4cc(ccc4O)CC(C(=O)NC(C)C(=O)NC(C)C(=O)N2C)N(C)C3=O)cc1 (stereo not given)
115	-0.8	CCOc1ccccc1N1CCN(CC(=O)Nc2ccccc2C(=O)NC2CC2)CC1
116	-0.1	CC(CC1CC(C)(C)OC1=O)C(=O)Nc1ccc([N+](=O)[O-])cc1 (stereo not given)
117	0.8	O=C(Nc1cc2c(cc1Cl)OCCO2)c1ccco1
118	-0.3	O=S(=O)(c1ccc(F)cc1)N(CCO)CC(O)Cn1c2ccccc2c2ccccc21 (stereo not given)
119	-1.0	O=C(CCCN1C(=O)c2ccccc2C1=O)Oc1ccc(F)cc1
120	1.8	Cc1ccc(N/C=C2\CCCCC2=O)c(C)c1
121	0.9	Cc1[nH]c2ccccc2c1C(=O)COC(=O)c1ccccc1O
122	1.2	CCOC(=O)N1CCN(S(=O)(=O)N2CCCC(C(=O)NCCc3ccccc3)C2)CC1 (stereo not given)
123	-0.6	O=C(Nc1ncccn1)C1CCCCC1

These rows are one share of the data; the hit share may differ from the screen's.
